Bioassay records from PubChem.
Jurkat NFkB inh: inhibitors of the PMA/ionomycin-induced NF-kB reporter in Jurkat cells | PMA/ionomycin-induced NF-kB luciferase reporter, luminescence | inhibition, % at 4 µM | actives 0.53% (n = 330,000) | AID 435003; in the data active = inhibition above about 50%
697 NFkB inh: lowers PMA/ionomycin-induced NF-kB signal in 697 B cells; AID 435022; 697 B-cell NF-kB luciferase reporter, 16 h; inhibition, % at 4 µM; actives 0.33% (n = 330,000); in the data active = inhibition above about 35%
APJ agonist: activates the human apelin receptor APJ | P35414 | CHO-K1 APJ PathHunter beta-arrestin, luminescence; 0% DMSO wells, 100% apelin | activation, % at 20 µM | actives 0.11% (n = 330,000);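 active = activation more than six SD over the plate average, tested at 20 µM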;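 note: 0% = DMSO alone and 100% = apelin-13 at 10 nM; some results filed as inactive read as strong as hits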
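Material: engineered CHO-K1 APJ arrestin reporter cells; amount: 1000 CHO-K1 reporter cells seeded per well; incubation: compound stimulation 90 min at 25 °C, detection 60 min; signal: luminescent beta-gal fragment complementation, chemiluminescent substrate; read-out basis: APJ agonist activity; controls: DMSO-only wells as negative, 10 nM Apelin-13 as positive control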
Mdm2 MdmX PPI: disrupts the human Mdm2-MdmX interaction; SaOS-2 split-luciferase Mdm2/MdmX complementation, luminescence; actives 3% (n = 330,000); inhibition, % at 8 µM; O15151+Q00987;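 active = inhibition of at least 50% at 8 µM in the primary screen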
Target sequence (O15151 whole entry, looked up): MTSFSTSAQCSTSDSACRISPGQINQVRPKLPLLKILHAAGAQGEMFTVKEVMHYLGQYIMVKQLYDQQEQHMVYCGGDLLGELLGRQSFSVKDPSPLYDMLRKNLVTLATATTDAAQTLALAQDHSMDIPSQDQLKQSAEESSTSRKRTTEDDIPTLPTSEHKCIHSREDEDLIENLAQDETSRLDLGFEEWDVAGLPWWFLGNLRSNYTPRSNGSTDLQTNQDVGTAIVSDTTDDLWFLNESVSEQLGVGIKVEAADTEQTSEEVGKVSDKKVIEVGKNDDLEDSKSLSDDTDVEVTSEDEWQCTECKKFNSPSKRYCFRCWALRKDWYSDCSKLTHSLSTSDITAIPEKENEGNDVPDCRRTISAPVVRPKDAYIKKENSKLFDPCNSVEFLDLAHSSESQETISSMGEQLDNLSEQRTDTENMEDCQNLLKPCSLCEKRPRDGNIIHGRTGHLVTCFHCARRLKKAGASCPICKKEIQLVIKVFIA
Target sequence (Q00987 whole entry, looked up): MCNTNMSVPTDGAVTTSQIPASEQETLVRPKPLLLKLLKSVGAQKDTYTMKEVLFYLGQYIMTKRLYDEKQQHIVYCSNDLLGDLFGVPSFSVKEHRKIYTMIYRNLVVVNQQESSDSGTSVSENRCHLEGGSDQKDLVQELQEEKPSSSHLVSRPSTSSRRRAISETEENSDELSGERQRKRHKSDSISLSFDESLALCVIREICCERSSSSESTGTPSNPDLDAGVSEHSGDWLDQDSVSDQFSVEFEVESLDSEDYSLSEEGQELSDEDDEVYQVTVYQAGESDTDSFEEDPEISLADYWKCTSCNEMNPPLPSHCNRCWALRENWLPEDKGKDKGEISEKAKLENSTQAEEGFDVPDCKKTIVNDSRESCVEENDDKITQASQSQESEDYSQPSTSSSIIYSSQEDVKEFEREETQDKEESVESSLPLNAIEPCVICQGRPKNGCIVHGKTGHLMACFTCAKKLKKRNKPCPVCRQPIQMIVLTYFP
tim23-1 inh: tim23-1 yeast growth inhibition. S. cerevisiae tim23-1 growth, BacTiter-Glo luminescence, 24 h. inhibition, % at 20 µM. actives 1.3% (n = 330,000). AID 463212;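 active = growth inhibition of the mutant yeast at or above 50%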;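 note: temperature-sensitive mutant grown at 25 °C; plate controls were DMSO-treated mutant yeast for no effect and medium wells lacking yeast for full effect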
UPR CHOP act: activators of apoptotic arm of unfolded protein response (CHOP); activation, % at 10 µM; actives 0.34% (n = 330,000); AID 449763; CHO-CHOP luciferase reporter, UPR activation, luminescence; percent of tunicamycin response over DMSO baseline;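 active = at 10 µM dose, activation of 40% or more, normalized to positive control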;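 note: 100% = tunicamycin at 10 µg/mL and 0% = DMSO alone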
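Test system: CHO-CHOP cells, stable luciferase reporter of PERK-eIF2a-CHOP signalling | Quantity: 500 CHO-CHOP cells per well | Buffer or medium: F12 plus 10% serum | Compound dosing: 10 µM single point, 0.5% DMSO | Schedule: 6 h compound treatment, 37 °C | Signal: Luciferase luminescence | Control set: Tunicamycin high control, DMSO low control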
XBP1 UPR activ: adaptive UPR (XBP1) activation. activation, % at 20 µM. actives 0.33% (n = 330,000). AID 463104. CHO-XBP1 luciferase reporter, IRE1-XBP1 UPR activation, luminescence; percent of tunicamycin response, DMSO as zero;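 active = versus positive control, 20 µM dose yields 30% or more activation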;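 note: 100% = tunicamycin at 10 µg/mL and 0% = DMSO only wells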
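Test system: CHO-XBP1 luciferase reporter cells | Buffer or medium: Serum-containing F12 medium, 10% FBS | Schedule: 6 h compound exposure at 37 °C, 5% CO2 | Detection: Steady-Glo luciferase glow luminescence, 10 min after reagent addition | Read-out basis: Activation, % of tunicamycin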
APJ antagonist: APJ receptor antagonism. CHO-K1 APJ beta-arrestin complementation, luminescence. inhibition, % at 20 µM. actives 0.32% (n = 330,000);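 active = inhibition above about 40% at 20 µM, limit read from the data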;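 note: cells challenged with 10 nM apelin-13 agonist together with compound; plate controls were apelin-13 plus DMSO wells for no effect and DMSO wells lacking apelin-13 for full effect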
* hit, by the source's call.

`CNC(=O)COC(=O)c1cc(NC(=O)c2ccco2)c(OC)c(OC)c1` gave Jurkat NFkB inh 2, 697 NFkB inh -4, APJ agonist -7, Mdm2 MdmX PPI 4, tim23-1 inh 3, UPR CHOP act -0.4, XBP1 UPR activ 3 and APJ antagonist 0.
`Cc1cccc(NC2=NC3(CCCCC3)N=C(N)N2)c1` gave Jurkat NFkB inh 24, 697 NFkB inh 0, APJ agonist -1, Mdm2 MdmX PPI -14, tim23-1 inh 2, UPR CHOP act -0.2, XBP1 UPR activ 2 and APJ antagonist 15.
`Cc1csc(NC(=O)c2nn(C)c(C)c2[N+](=O)[O-])n1` gave Jurkat NFkB inh -24, 697 NFkB inh -35, APJ agonist -4, Mdm2 MdmX PPI 9, tim23-1 inh -2, UPR CHOP act 7.0, XBP1 UPR activ 0 and APJ antagonist -23.
Cc1oc(-c2ccccc2Cl)nc1CN(C)C(C)c1ccon1 (configuration not stated) was read as Jurkat NFkB inh -4, 697 NFkB inh -8, APJ agonist -2, Mdm2 MdmX PPI -7, tim23-1 inh 29, UPR CHOP act 3.7, XBP1 UPR activ 1 and APJ antagonist 2.
Screening O=C(/C=C/c1cccs1)Nc1ccc([N+](=O)[O-])cc1 returned Jurkat NFkB inh -47, 697 NFkB inh -24, APJ agonist -2, Mdm2 MdmX PPI -78, tim23-1 inh 19, UPR CHOP act 7.7, XBP1 UPR activ 7 and APJ antagonist -1.
COc1cc([C@@H]2CC=C(C(=O)O)[C@H](c3ccc(F)cc3)N2S(=O)(=O)c2ccc(C)cc2)cc(OC)c1OC was read as Jurkat NFkB inh 6, 697 NFkB inh 9, APJ agonist 6, Mdm2 MdmX PPI -18, tim23-1 inh 13, UPR CHOP act 2.5, XBP1 UPR activ -2 and APJ antagonist 0.
`O=C(O)CNC(=O)c1ccc(N2CCOCC2)cc1[N+](=O)[O-]` gave Jurkat NFkB inh -12, 697 NFkB inh -8, APJ agonist -1, Mdm2 MdmX PPI 6, tim23-1 inh 14, UPR CHOP act 2.7, XBP1 UPR activ -1 and APJ antagonist 16.
`CC(=O)Nc1c2c(nn1-c1ccccc1C)CS(=O)C2` (configuration not stated) gave Jurkat NFkB inh -21, 697 NFkB inh -1, APJ agonist -3, Mdm2 MdmX PPI -1, tim23-1 inh -10, UPR CHOP act -2.3, XBP1 UPR activ -1 and APJ antagonist -11.
Screening CCCCCCCNC1=CC(=O)CC(c2ccccc2)C1 (configuration not stated) returned Jurkat NFkB inh 30, 697 NFkB inh -17, APJ agonist -5, Mdm2 MdmX PPI 42, tim23-1 inh 26, UPR CHOP act 0.0, XBP1 UPR activ 0 and APJ antagonist 16.
For COc1ccccc1-c1c(C)nn2c(N3CCC(C(N)=O)CC3)cc(C)nc12 the results were Jurkat NFkB inh 8, 697 NFkB inh -1, APJ agonist -1, Mdm2 MdmX PPI -2, tim23-1 inh 7, UPR CHOP act 3.7, XBP1 UPR activ 1 and APJ antagonist 2.
For COc1ccc(-c2sc3ccccc3c2/C=C/c2ccncc2)cc1 the results were Jurkat NFkB inh -36, 697 NFkB inh -16, APJ agonist -1, Mdm2 MdmX PPI 4, tim23-1 inh -45, UPR CHOP act 0.6, XBP1 UPR activ 3 and APJ antagonist -31.
Screening CC1CC(C)CN(C(=O)CSc2nnc(CSc3ncccn3)n2C)C1 (configuration not stated) returned Jurkat NFkB inh -2, 697 NFkB inh 3, APJ agonist 1, Mdm2 MdmX PPI 22, tim23-1 inh -1, UPR CHOP act -2.2, XBP1 UPR activ -2 and APJ antagonist 24.
Screening Cc1ccc(C2=NN(C(=O)c3ccccc3F)C(c3ccccc3F)C2)cc1 (configuration not stated) returned Jurkat NFkB inh -16, 697 NFkB inh 6, APJ agonist -2, Mdm2 MdmX PPI 43, tim23-1 inh 36, UPR CHOP act 0.2, XBP1 UPR activ 0 and APJ antagonist -13.
For Cc1ccc(S(=O)(=O)NC(=O)Nc2nnc(C)s2)cc1 the results were Jurkat NFkB inh 1, 697 NFkB inh 3, APJ agonist 0, Mdm2 MdmX PPI 22, tim23-1 inh 0, UPR CHOP act 0.4, XBP1 UPR activ 2 and APJ antagonist -7.
O=C(Nc1ccc2[nH]c(=O)[nH]c2c1)c1c(F)c(F)c(F)c(F)c1F was read as Jurkat NFkB inh 18, 697 NFkB inh 12, APJ agonist 0, Mdm2 MdmX PPI 17, tim23-1 inh -6, UPR CHOP act -1.7, XBP1 UPR activ -1 and APJ antagonist 3.
O=C(Cn1c2[n+](c3ccc(C(F)(F)F)cc31)CCCCC2)Nc1c(F)cccc1F was read as Jurkat NFkB inh 2, 697 NFkB inh -19, APJ agonist -1, Mdm2 MdmX PPI 13, tim23-1 inh -8, UPR CHOP act -1.7, XBP1 UPR activ -1 and APJ antagonist 21.
For COc1ccc(/C=C/C(=O)NC(=S)NCC2CCCO2)cc1 (configuration not stated) the results were Jurkat NFkB inh -2, 697 NFkB inh 19, APJ agonist 1, Mdm2 MdmX PPI -15, tim23-1 inh 1, UPR CHOP act -0.3, XBP1 UPR activ 0 and APJ antagonist -23.
For COc1cc(C2CC(=O)c3cnc(NC(=O)c4ccco4)nc3C2)cc(OC)c1OC (configuration not stated) the results were Jurkat NFkB inh 6, 697 NFkB inh 10, APJ agonist 4, Mdm2 MdmX PPI 11, tim23-1 inh 12, UPR CHOP act -0.7, XBP1 UPR activ -1 and APJ antagonist -2.
Screening COC(=O)c1ccc(CN2CCN(CCc3ccccc3)C(CCO)C2)cc1 (configuration not stated) returned Jurkat NFkB inh 3, 697 NFkB inh 13, APJ agonist 1, Mdm2 MdmX PPI -14, tim23-1 inh -36, UPR CHOP act -0.9, XBP1 UPR activ -2 and APJ antagonist -1.
For COc1ccc(-c2cnc(SCC(=O)Nc3cc(C)on3)n2Cc2ccco2)cc1 the results were Jurkat NFkB inh 6, 697 NFkB inh -10, APJ agonist 1, Mdm2 MdmX PPI 10, tim23-1 inh 18, UPR CHOP act -0.6, XBP1 UPR activ -3 and APJ antagonist -6.
`CN(CC(=O)Nc1cccc(F)c1)C(=O)c1cc2c(s1)CCCCC2` gave Jurkat NFkB inh 11, 697 NFkB inh -29, APJ agonist -5, Mdm2 MdmX PPI 9, tim23-1 inh 10, UPR CHOP act -1.5, XBP1 UPR activ 0 and APJ antagonist -6.
Screening COc1cccc(C2CC(c3cccs3)=NN2C(=O)CSC2=NN3CCCC(=O)N=C3S2)c1OC (configuration not stated) returned Jurkat NFkB inh -18, 697 NFkB inh -6, APJ agonist -6, Mdm2 MdmX PPI 10, tim23-1 inh 25, UPR CHOP act -1.2, XBP1 UPR activ -1 and APJ antagonist 5.
`CC1CCCC(NC(=O)COC(=O)CCc2ccccc2)C1C` (configuration not stated) gave Jurkat NFkB inh 8, 697 NFkB inh 15, APJ agonist -3, Mdm2 MdmX PPI 7, tim23-1 inh 4, UPR CHOP act 2.8, XBP1 UPR activ -1 and APJ antagonist 4.
`Cc1cccc2c(=O)c(C(=O)NCCCN3CCOCC3)c[nH]c12` gave Jurkat NFkB inh -1, 697 NFkB inh 4, APJ agonist 0, Mdm2 MdmX PPI -2, tim23-1 inh 13, UPR CHOP act -0.6, XBP1 UPR activ -2 and APJ antagonist 15.
CC(C)C(C(=O)N1CCN(C(=O)OC(C)(C)C)CC1)n1cc(-c2cn([C@@H](C)C(=O)N3CCN(C(=O)OC(C)(C)C)CC3)nn2)nn1 (some centres not stated) was read as Jurkat NFkB inh 14, 697 NFkB inh 12, APJ agonist 2, Mdm2 MdmX PPI 23, tim23-1 inh 19, UPR CHOP act 0.6, XBP1 UPR activ 1 and APJ antagonist -6.
Oc1ccc(Br)cc1-c1ccnn1-c1ccccc1 was read as Jurkat NFkB inh 28, 697 NFkB inh -53, APJ agonist -7, Mdm2 MdmX PPI 64*, tim23-1 inh 28, UPR CHOP act -0.3, XBP1 UPR activ -5 and APJ antagonist -4.
O=C1Nc2ccc([N+](=O)[O-])cc2OC1CCN1CCCC1 (configuration not stated) was read as Jurkat NFkB inh -1, 697 NFkB inh 19, APJ agonist -1, Mdm2 MdmX PPI 12, tim23-1 inh 1, UPR CHOP act 2.2, XBP1 UPR activ 1 and APJ antagonist 8.
`Nc1nc(NCc2ccco2)nc(N2CCCC2)c1[N+](=O)[O-]` gave Jurkat NFkB inh 11, 697 NFkB inh 4, APJ agonist -3, Mdm2 MdmX PPI 20, tim23-1 inh 12, UPR CHOP act -0.1, XBP1 UPR activ 3 and APJ antagonist -6.
For CCCc1cc(C(=O)Nc2sc3c(c2C(=O)OCC)CCCC3)no1 the results were Jurkat NFkB inh -2, 697 NFkB inh -8, APJ agonist 68*, Mdm2 MdmX PPI -29, tim23-1 inh 21, UPR CHOP act 4.3, XBP1 UPR activ 0 and APJ antagonist 16.
CCOc1ccccc1NC(=S)Nn1cnnc1 was read as Jurkat NFkB inh -26, 697 NFkB inh 7, APJ agonist -8, Mdm2 MdmX PPI 19, tim23-1 inh 7, UPR CHOP act 0.5, XBP1 UPR activ -2 and APJ antagonist 17.

Pulled by structure from above (2):
Screening COC(=O)c1ccc(CN2CCN(CCc3ccccc3)C(CCO)C2)cc1 (configuration not stated) returned Jurkat NFkB inh 3, 697 NFkB inh 13, APJ agonist 1, Mdm2 MdmX PPI -14, tim23-1 inh -36, UPR CHOP act -0.9, XBP1 UPR activ -2 and APJ antagonist -1.
CC(C)C(C(=O)N1CCN(C(=O)OC(C)(C)C)CC1)n1cc(-c2cn([C@@H](C)C(=O)N3CCN(C(=O)OC(C)(C)C)CC3)nn2)nn1 (some centres not stated) was read as Jurkat NFkB inh 14, 697 NFkB inh 12, APJ agonist 2, Mdm2 MdmX PPI 23, tim23-1 inh 19, UPR CHOP act 0.6, XBP1 UPR activ 1 and APJ antagonist -6.

The listing continues:
`COc1ccc(S(=O)(=O)NCCN2CCOCC2)cc1[N+](=O)[O-]` gave Jurkat NFkB inh -12, 697 NFkB inh 17, APJ agonist -1, Mdm2 MdmX PPI -28, tim23-1 inh -31, UPR CHOP act 0.9, XBP1 UPR activ -3 and APJ antagonist 6.
`S=c1[nH]nc(-c2ccc(Cl)cc2)n1CC1CCCO1` (configuration not stated) gave Jurkat NFkB inh -11, 697 NFkB inh 7, APJ agonist -3, Mdm2 MdmX PPI -2, tim23-1 inh 9, UPR CHOP act 0.5, XBP1 UPR activ -2 and APJ antagonist 14.
Screening COc1ccc(N=Cc2ccc(-c3ccccc3)o2)cc1 returned Jurkat NFkB inh -5, 697 NFkB inh -3, APJ agonist 0, Mdm2 MdmX PPI 7, tim23-1 inh -2, UPR CHOP act -0.5, XBP1 UPR activ 5 and APJ antagonist 3.
For COc1ccccc1C1CC(=O)Nc2cc(C)c(C)cc21 (configuration not stated) the results were Jurkat NFkB inh 35, 697 NFkB inh -19, APJ agonist 0, Mdm2 MdmX PPI 60*, tim23-1 inh 9, UPR CHOP act -1.2, XBP1 UPR activ -4 and APJ antagonist 13.
Cc1c(C(=O)Oc2ccc(F)cc2)sc2ncn(Cc3cccc(F)c3)c(=O)c12 was read as Jurkat NFkB inh 0, 697 NFkB inh 31, APJ agonist 0, Mdm2 MdmX PPI -8, tim23-1 inh -4, UPR CHOP act -0.4, XBP1 UPR activ 0 and APJ antagonist -26.
`C=CCN1C(=O)c2ccc(C(=O)NCC(=O)Nc3c(C)cc(C)cc3C)cc2C1=O` gave Jurkat NFkB inh -1, 697 NFkB inh 3, APJ agonist -3, Mdm2 MdmX PPI -12, tim23-1 inh -5, UPR CHOP act -1.0, XBP1 UPR activ -5 and APJ antagonist 8.
